# High-throughput results deposited in PubChem BioAssay by several laboratories.
# Yfh1-off respiration = mitochondrial function rescue without frataxin homolog – Friedreich's ataxia, plus single-dose screen, dose response (AID 1465) | S. cerevisiae Yfh1-off respiration, WST-1 reduction, 72 h; higher fold induction means a stronger effect | fold induction at 50 µM; hits with a dose series show EC50 in µM | 220,000 compounds, 0.074% hits;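 active = fold induction of absorbance versus untreated yeast above a set limit, then at least 30% activation at any dose in follow-up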;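 note: activators that raise dye reduction in frataxin-depleted yeast; strong numbers were not always called active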
# PMI inhibition = MPI inhibition at elevated mannose 6-phosphate – biochemical, fluorescence intensity, high mannose 6-phosphate, primary screen (AID 1220). recombinant PMI enzyme, coupled fluorescence intensity; higher % means a stronger effect. 190,000 compounds, 0.66% hits. one-dose inhibition, % at 20 µM; IC50 in µM for titrated hits
# PMI inhibitors = inhibitors of human PMI, primary screen, biochemical, fluorescence intensity, coupled assay (AID 1209). 190,000 compounds, 0.42% hits. purified PMI enzyme, coupled fluorescence intensity; higher % means a stronger effect. inhibition, % at 20 µM; hits with a dose series show IC50 in µM;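 note: plate controls were DMSO vehicle for no effect and wells lacking substrate for full effect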
# b-catenin transl = alters nuclear translocation of beta-catenin in HeLa cells; AID 1665; nuclear translocation activity, % at 5 µM; immunofluorescence imaging; 190,000 compounds, 0.3% hits;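 active = nuclear translocation activity above 50% at 5 µM, with a well cell count of 50 or more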;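 note: per-cell ratio of nuclear to cytoplasmic median beta-catenin stain intensity; plate controls were DMSO negative control for no effect and GSK-3 inhibitor IX positive control for full effect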
#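 Read-out: Nuclear/cytoplasmic beta-catenin signal ratio, % activation | Assay system: Human HeLa cell line | Times: 24 h compound exposure at 37°C, 5% CO2 | Signal: Fluorescence imaging of beta-catenin antibody stain plus DAPI | Dosing: 5 µM primary, 0.02–20 µM confirmation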
# Dynein transport = blocks dynein driven cargo transport along microtubules | 3617.4 mouse cells, GR-EGFP nuclear translocation imaging; test concentration mostly 20 µM; stimulated with dexamethasone, 1 µM; stronger effect = lower value | z-score, hits read low | 220,000 compounds, 0.47% hits;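 active = plate z-score of nuclear minus cytoplasmic receptor signal below a set negative limit, without overly bright fluorescence or cell loss, cut at about -3.5 in these data, passing the limit was not always enough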;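 note: z-score of nuclear minus cytoplasmic ring GR-EGFP intensity difference per well; some compounds called inactive have numbers as strong as hits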
#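 medium = tetracycline-free induction medium containing charcoal-stripped FBS | also added = 1.0 µM final dexamethasone stimulus | schedule = 48 h induction, 1 h compound, 30 min dex at 37 °C | technique = fixed, Hoechst-stained cells imaged at 10x for EGFP | measure = GR-EGFP nuclear translocation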
# Autophagy mod = alters autophagy in cells. MEF GFP-LC3 puncta imaging; test concentration mostly 10 µM. calls only at 10 µM (by protocol). 190,000 compounds, 0.98% hits. AID 463193;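 active = percentage of spot-positive cells more than 3 SD above its plate mean, without a fluorescence outlier flag or 80% toxicity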;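 note: spot-positive cell cutoff set from DMSO-treated cells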
# WT yeast gro inh = growth inhibition of WT yeast, mitochondrial fusion screen | mitochondrial fusion phenotypic screen, WT strain | inhibition, % at 10 µM | 190,000 compounds, 2.1% hits | AID 1362; in the data active = inhibition above about 58%; tested in S. cerevisiae
# Ins promoter up = MIN6 insulin promoter up-regulation; MIN6 insulin promoter-GFP reporter, high-content imaging; stronger effect = higher value; z-score at 5 µM; 190,000 compounds, 0.3% hits;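 active = z-score above 3 at 5 µM with at least 500 cells counted in the well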
# MT stabilize HCS = microtubule stabilization, imaging screen | HeLa tubulin immunostaining HCS, 24 h; share of cells brighter than vehicle mean+2SD | % tubulin-high responders, % at 10 µM | 200,000 compounds, 0.83% hits | AID 2205;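 active = plate Z-score above 3 for both tubulin-high and condensed-nucleus cell shares, with cell loss under 80%, at 10 µM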;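 note: anti alpha tubulin signal scored within the nucleus-defined area of each cell; some results filed as inactive read as strong as hits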
# WT yeast gro inh mutant strain = second read-out of WT yeast gro inh, no call of its own (marks repeat the call); inhibition, %; mitochondrial fusion phenotypic screen, mutant strain inhibition
# Dynein transport cytoplasmic EGFP = recorded beside Dynein transport, whose call it bears; z-score; measured here: cytoplasmic GR-EGFP intensity; stronger effect = higher value
# Dynein transport nuclear GR-EGFP = recorded beside Dynein transport, whose call it bears; z-score; measured here: nuclear GR-EGFP intensity;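 lower value marks the stronger effect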
# Dynein transport cell count = further read-out of Dynein transport, marked with its call; z-score; measured here: cell count per field
# Ins promoter up cell count = further read-out of Ins promoter up, marked with its call; cell count; measured here: cytotoxicity, nuclei count;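 total cells summed across four imaged fields per well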
# b-catenin transl cell count 5 µM = also measured in b-catenin transl; calls as there; cell count; measured here: cell count, cytotoxicity flag
# MT stabilize HCS Hoechst-high % = also measured in MT stabilize HCS; calls as there; % Hoechst-high responders; measured here: nuclear condensation Hoechst responders;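 share of cells brighter than vehicle mean plus two SD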
# MT stabilize HCS cytotoxicity % = recorded beside MT stabilize HCS, whose call it bears; toxicity, %; measured here: cytotoxicity by cell density;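 0% = mean cell density of plate MIN control wells and 100% = no cells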
# Autophagy mod cell loss 18 h = further read-out of Autophagy mod, marked with its call; toxicity, %; measured here: cell loss, nuclei count;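 cell loss after 18 h compound exposure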
# Active calls of the source: *; i = inactive; . = not tested or not shown; + = active, no number; & = joins results of further samples. Cut-off read from the data, not from the text of the source, unless noted: active = inhibition above about 50%; inactive = the rest.
SMILES,Yfh1-off respiration,PMI inhibition,PMI inhibitors,b-catenin transl,b-catenin transl cell count 5 µM,Dynein transport,Dynein transport cytoplasmic EGFP,Dynein transport nuclear GR-EGFP,Dynein transport cell count,Autophagy mod,Autophagy mod cell loss 18 h,WT yeast gro inh,WT yeast gro inh mutant strain,Ins promoter up,Ins promoter up cell count,MT stabilize HCS,MT stabilize HCS Hoechst-high %,MT stabilize HCS cytotoxicity %
CCC(C)Sc1nc2c([nH]c3ccccc32)c(=O)n1C (stereo unspecified),i,15%,14%,0.0,1070,-0.56,-0.25,-0.17,0.2,i,-5,16,-1,-0.97,1741,2.7,2.9,10
CCC1=NN(C(=O)Cc2ccc([N+](=O)[O-])cc2)C(O)(C(F)(F)F)C1 (stereo unspecified),i,.,.,0.4,1352,0.68,-0.25,0.22,-0.17,.,.,.,.,-0.63,1005,.,.,.
COc1ccc(NC(=O)CSc2nnc(CN3CCOCC3)n2-c2ccccc2)cc1Cl,i,18%,19%,0.8,984,-0.9,-0.24,-0.98,0.0061,i,1,-11,0,-0.45,1733,3.2,1.8,7.0
O=C(CSc1nnc(SCc2cccc3ccccc23)s1)Nc1ccc(C(=O)O)cc1,i,10%,2%,-3.5,1133,0.4,-0.027,0.22,-0.46,i,-31,-8,-12,-1.8,1354,3.2,2.0,5.2
COCCNC(=O)NC(=O)COC(=O)c1ccc2[nH]c3c(c2c1)CCCC3,i,6%,7%,-0.3,1075,-0.27,-0.013,0.18,0.66,i,-12,21,10,0.19,1258,3.7,1.8,1.3
O=c1[nH][nH]c(-c2ccccc2)c1C=Nc1cccc(Cl)c1,i,12%,5%,-1.0,1330,-0.89,-0.24,-0.46,1.2,i,-1,2,-2,-0.82,1573,1.0,1.8,6.9
COc1cccc(NC(=O)N2CCN(c3cccc(C)c3C)CC2)c1,i,18%,21%,.,.,0.33,0.16,0.19,-0.14,+,37*,35,38,0.71,1121,6.0,2.8,2.8
c1ccc(Oc2cccc(CN3CCCCC3)c2)cc1,i,-14%,-12%,.,.,0.056,-0.054,0.23,0.009,i,-12,12,28,.,.,3.1,1.7,9.0
O=C(c1nn2c(C(F)(F)F)cc(-c3ccco3)nc2c1Br)N1CCCc2ccccc21,i,11%,19%,-1.1,1039,0.24,-0.29,0.42,-0.42,i,-1,-9,-17,0.15,1743,63*,9.9*,76*
COc1ccc(OC)c(S(=O)(=O)NC(C)(C)C)c1,i,-2%,0%,7.5,1148,-0.47,0.08,0.17,0.41,i,-6,3,-27,-0.93,801,1.3,0.8,7.3
O=C(Nc1nnc(C2CC2)s1)c1cc(S(=O)(=O)N2CCCCC2)ccc1N1CCOCC1,i,.,.,-0.2,1405,-0.58,-0.54,-0.5,0.38,.,.,.,.,-0.06,910,.,.,.
CC(=O)Nc1ccc2nc(SCC(=O)Nc3ccc(N4CCOCC4)c(Cl)c3)sc2c1,i,11%,22%,-0.9,1313,1.2,-0.19,0.57,-0.53,i,2,-22,-18,-0.08,1487,3.2,1.4,5.4
O=C(Nc1ncc2c(n1)-c1ccccc1OC2)c1ccccc1Cl,i,0%,2%,.,.,-0.53,0.11,-0.0046,0.96,i,-25,5,0,.,.,2.5,2.0,7.4
O=C(NCc1ccc(Cl)cc1)C1CCCN(S(=O)(=O)c2cnc[nH]2)C1 (stereo unspecified),i,-2%,0%,.,.,-0.26,-0.17,-0.078,-0.28,i,5,11,2,1.8,923,1.7,2.5,2.5
Cc1cc(C(C)(C)C)cc(C)c1Cn1c2[n+](c3ccc(C(F)(F)F)cc31)CCCCC2,i,2%,30%,-2.1,1103,-3.3,0.11,-1.3,0.99,i,2,25,11,-3,881,3.5,1.2,6.9
CCNC(=S)N/N=C/c1ccco1,i,-5%,-4%,0.0,1214,1.4,-0.23,1.1,-1.1,i,-2,0,0,-1,888,2.2,1.7,9.8
COC(=O)C1=C(C)NC(=O)/C1=C\c1ccc2c(c1)OCO2,i,0%,-2%,0.3,1407,-0.38,-0.058,-0.39,0.5,i,17,6,10,-0.23,1171,4.1,2.1,7.8
CCC(C)C(NC(=O)C(CC(C)C)NC(=O)C(CO)NC(=O)C1CCC(=O)N1)C(=O)OC (stereo unspecified),i,-2%,5%,0.1,1528,1.1,-0.21,0.63,0.2,i,39,-4,5,-0.05,1415,4.0,1.7,2.1
COc1ccc(NC(=O)CNC(=O)Cn2c(C)cc3ccccc3c2=O)cc1OC,i,-2%,3%,-2.6,1098,-0.32,-0.14,-0.48,0.38,i,10,-11,14,-0.39,1200,3.6,1.8,11
CC1CN(c2ccc(NC(=O)c3ccco3)cc2C(=O)O)CC(C)O1 (stereo unspecified),i,.,.,-4.2,1196,0.15,0.12,0.14,0.084,.,.,.,.,-1.4,1454,.,.,.
Cc1ccccc1-n1c(=O)[nH]c(=O)c2c(N)c(C(=O)c3ccc(Cl)cc3)sc21,i,8%,15%,-3.0,1064,-0.087,-0.24,0.24,0.026,i,-5,5,4,-1.1,1452,4.0,2.2,5.5
CSc1nc(NCc2ccccc2)c2c3c(sc2n1)CN(C)CC3,i,4%,7%,-0.5,1006,-0.71,0.17,-0.37,0.064,i,-33,14,16,-0.01,1832,3.4,1.6,3.2
O=C(NCc1ccco1)c1ccc(C(=O)NCc2ccco2)s1,i,-1%,-1%,0.6,1151,-0.24,-0.14,0.17,0.075,i,6,.,.,-0.47,890,2.3,1.5,0.6
CCOc1c(C)cc(-c2ncccc2O)cc1C,i,-8%&2%,-4%&10%,-2.2,990,0.58&0.82,-0.23&-0.27,0.13&0.51,0.033&0.19,i,0&26,2&-5,7&-3,-0.62&0.82,949&815,11&3.6,9.5&1.0,2.0&0.8
COc1cc(/C=C/C(=O)Nc2cc(S(=O)(=O)N3CCOCC3)ccc2N2CCCC2)cc(OC)c1OC,i,20%,45%,-2.1,1062,-0.086,-0.33,-0.51,0.22,i,-9,2,-1,.,.,7.0,1.6,7.1

# (listing goes on)
SMILES,Yfh1-off respiration,PMI inhibition,PMI inhibitors,b-catenin transl,b-catenin transl cell count 5 µM,Dynein transport,Dynein transport cytoplasmic EGFP,Dynein transport nuclear GR-EGFP,Dynein transport cell count,Autophagy mod,Autophagy mod cell loss 18 h,WT yeast gro inh,WT yeast gro inh mutant strain,Ins promoter up,Ins promoter up cell count,MT stabilize HCS,MT stabilize HCS Hoechst-high %,MT stabilize HCS cytotoxicity %
Nc1ccc(OCc2ccco2)cc1,i,12%,-4%,-1.4,1085,0.16,-0.29,0.092,0.14,i,20,0,6,-0.5,1249,1.7,1.7,3.3
O=C(CSc1ccccc1)Nc1ccc(S(=O)(=O)NCC2CCCO2)cc1 (stereo unspecified),i,10%,12%,.,.,0.2,-0.22,0.29,0.19,i,-4,-12,-14,.,.,2.2,2.3,21
Cc1ccc(Nc2nnc(C(C)(C)C)c(=O)n2N)cc1,i,-3%,3%,1.4,1081,-0.16,-0.28,-0.32,0.76,i,-6,-3,-1,-0.4,1550,3.0,1.9,4.0
CCOC(=O)C1=NN(C(C)=O)C2C(=O)N(CC)C(=O)C12 (stereo unspecified),i,.,.,-0.9,1325,-0.097,-0.19,-0.07,0.24,.,.,.,.,-0.56,1124,.,.,.
COc1cc2c(cc1NC(=O)CSc1ccc(Cl)cc1)oc1ccccc12,i,0%,13%,1.4,908,-0.31,-0.3,0.12,1.1,i,23,10,7,-0.58,1381,4.0,3.0,14
O=C(CN1C(=O)c2ccccc2C1=O)NNC1=NS(=O)(=O)c2ccccc21,i,0%,-3%,.,.,-0.77,-0.29,-0.69,0.85,i,-7,-26,18,-0.6,1228,4.0,2.2,6.5
COc1cc2c(cc1OC)C(C)N(S(=O)(=O)c1cn(C)c(C)n1)CC2 (stereo unspecified),i,.,.,0.7,1121,-0.12,-0.19,-0.28,0.91,.,.,.,.,-0.4,1485,.,.,.
CCOCC(=O)Nc1nnc(SCCOC)s1,i,-8%,0%,-4.0,1215,-0.37,-0.19,-0.062,0.85,i,-4,-3,-11,0.54,1223,3.1,1.6,5.4
CCC(=O)Nc1ccc(NC(=S)NC(=O)c2oc3ccccc3c2C)cc1,i,-2%,11%,0.2,580,0.59,-0.31,0.068,-0.25,i,3,-14,-39,-0.4,1208,1.4,3.2,10
CCOc1ccc(NC(=O)CNC(=O)c2cccs2)cc1,i,-6%,-2%,-3.4,1134,0.21,0.23,0.38,0.04,i,18,5,8,-0.63,1625,2.5,1.8,1.7
Cc1cc(NC(=O)c2ccc3c(c2)C(=O)N(CCC(C)C)C3=O)no1,i,0%,7%,-0.9,1163,0.071,-0.25,-0.14,-0.15,i,-6,4,1,1.1,1324,2.6,2.1,5.2
CC1=NN(c2ccccc2)C(=O)/C1=C/c1cccs1,i,11%,0%,-0.1,479,-0.59,0.067,-0.56,0.91,i,0,-4,-6,-0.04,1260,1.6,3.4,6.9
O=C(COC(=O)CCNS(=O)(=O)c1cccc(C(F)(F)F)c1)NC(=O)NC1CCCCC1,i,0%,1%,.,.,1.9,-0.29,1.6,0.71,i,-11,-15,-29,.,.,2.0,1.2,6.6
O=C(Cc1ccccc1)NCCSCc1ccc(Cl)cc1,i,10%,13%,1.3,1379,-0.12,-0.2,-0.46,-0.18,i,2,5,11,-0.38,1498,0.7,2.2,11

# Only Autophagy mod cell loss 18 h, MT stabilize HCS cytotoxicity % and Dynein transport nuclear GR-EGFP, for some of the entries so far:
smiles	Autophagy mod cell loss 18 h	MT stabilize HCS cytotoxicity %	Dynein transport nuclear GR-EGFP
CC(=O)Nc1ccc2nc(SCC(=O)Nc3ccc(N4CCOCC4)c(Cl)c3)sc2c1	2	5.4	0.57
O=C(Nc1ncc2c(n1)-c1ccccc1OC2)c1ccccc1Cl	-25	7.4	-0.0046
